DENV2 CPE rescue = inhibitors of DENV2 cytopathic effect, primary screen, cell-based, plate reader, single concentration. CPE inhibition, % at 9.99 µM. 350,000 compounds, 1.7% hits. DENV2-infected cells, cytopathic effect rescue; in the data active = CPE inhibition above about 20%, passing the limit was not always enough; inconclusive = no clear call, values can overlap the other calls; tested in BHK-21 cells;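 also: 0% = median of neutral control wells and 100% = median of positive control wells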
CASP6 VEID inh = human caspase-6 inhibitors, primary screen, biochemical, VEID-R110 fluorescence, single point, set 2; purified caspase-6, Z-VEID-R110 cleavage fluorescence; inhibition, % at 12.5 µM; 350,000 compounds, 0.53% hits; AID 686996, 2013;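 active = mean inhibition across replicates at least about 35%, with every replicate also reaching that limit, limit read from the data; inconclusive = only one of the two criteria met; inactive = neither criterion met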;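 also: 0% = median of neutral control wells and 100% = no fluorescence left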
Target sequence (P55212 24-179 limits assumed): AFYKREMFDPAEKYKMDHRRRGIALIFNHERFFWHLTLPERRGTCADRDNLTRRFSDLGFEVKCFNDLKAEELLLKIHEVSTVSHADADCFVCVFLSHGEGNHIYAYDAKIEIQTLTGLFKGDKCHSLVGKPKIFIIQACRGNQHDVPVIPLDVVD
Target sequence (P55212 194-293 limits assumed): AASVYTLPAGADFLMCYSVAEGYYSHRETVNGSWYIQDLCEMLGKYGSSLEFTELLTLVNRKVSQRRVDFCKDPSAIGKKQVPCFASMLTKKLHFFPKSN
E-selectin induc = E-selectin induction in HUVECs, primary screen, imaging, HUVEC, immunofluorescence imaging, single point; P16581; normalized: neutral wells 0, TNF-alpha wells 100; activation, % at 7.58 µM; 260,000 compounds, 0.37% hits;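 active = mean E-selectin-positive cell signal at least 10% of the positive control, reached in at least 60% of replicates, without over 20% cell loss; inconclusive = no rule given, readout overlaps actives, possibly toxicity-flagged; inactive = the rest, including those meeting only one limit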;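 also: in these data hits start at about 27%; measured in HUVEC primary endothelial cells; signal is the percent of cells scored E-selectin positive by PE staining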
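Material: HUVEC primary endothelial cells; Amount: 3,000 cells per well; Dosing: single concentration; Medium: EGM-2 growth medium on 0.1% gelatin-coated wells; Read-out basis: percent E-selectin-positive cells; Signal: immunofluorescence imaging; Control set: TNF-alpha, DMSO.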
RAD52 anneal inh = RAD52 DNA annealing inhibitors, primary screen, biochemical, FRET, single point, set 2. DNA repair protein RAD52 homolog (Homo sapiens), P43351. recombinant RAD52 DNA annealing, FRET fluorescence. inhibition, % at 18.7 µM. 360,000 compounds, 0.46% hits. AID 651710, 2012;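 active = every replicate showing at least 50% inhibition; inconclusive = mean inhibition at least 50% but not in every replicate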
Target sequence (P43351 whole entry, looked up): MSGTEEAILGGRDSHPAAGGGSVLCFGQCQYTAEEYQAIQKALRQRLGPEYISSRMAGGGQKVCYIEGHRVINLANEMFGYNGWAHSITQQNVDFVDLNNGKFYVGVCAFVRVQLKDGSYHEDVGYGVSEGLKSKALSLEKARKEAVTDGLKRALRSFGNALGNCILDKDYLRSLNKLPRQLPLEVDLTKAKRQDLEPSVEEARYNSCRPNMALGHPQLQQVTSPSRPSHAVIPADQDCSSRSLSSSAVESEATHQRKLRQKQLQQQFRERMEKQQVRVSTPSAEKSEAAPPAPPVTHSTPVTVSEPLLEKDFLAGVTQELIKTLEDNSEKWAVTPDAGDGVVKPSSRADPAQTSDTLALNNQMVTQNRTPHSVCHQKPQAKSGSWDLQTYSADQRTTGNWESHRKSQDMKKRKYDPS
XiGFP reactiv = activators of inactive X chromosome reactivation, primary screen, imaging, XiGFP fibroblasts, GFP high-content imaging, set 2; XiGFP mouse fibroblasts, % GFP-positive cells imaging, 3 d; cells co-treated with 5-aza-dC sensitizer; scaled so ellipticine positive control = 100%; AID 743238, 2013; 360,000 compounds, 0.055% hits; activation, % at 7.58 µM;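 active = mean normalized replicate activation at least 10% and every replicate at or above 10%; inconclusive = only one of the two criteria met; inactive = mean below 10% and not all replicates reach 10%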;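 also: 0% = median of on-plate neutral control wells and 100% = ellipticine 6 µM median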
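Material: XiGFP fibroblasts, SV40-immortalized. Buffer or medium: DMEM plus 5-aza-dC sensitizer. Compound: single concentration per compound, delivered by pin transfer. Times: 3 days compound exposure. Controls: ellipticine 6 µM.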
CFTR F508del cor = F508del CFTR correction, initial screen, CFBE line, single point; CFBE cells, YFP halide quenching; stimulated with forskolin plus potentiator P3; % fluorescence drop versus neutral controls; 350,000 compounds, 0.36% hits; activity (quench increase), % at 7.58 µM; AID 720511, 2013;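 active = mean added fluorescence quench of at least 8% versus neutral control, with both replicates also reaching 8%; inconclusive = only one of the mean or replicate conditions met; inactive = mean below 8% and not both replicates reaching 8%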;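 also: cells transiently co-express mutant CFTR-F508del with the halide-sensitive YFP; corrector assay measuring rescue of mutant channel to the surface after 24 h compound exposure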
GSIS activator = GLuc luminescence reporter in INS-1E cells, primary screen for activators of glucose-dependent secretion of insulin | 370,000 compounds, 0.61% hits | AID 743287, 2014 | activation, % at 16.6 µM | INS-1E GLuc reporter insulin secretion, 2-3 h;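 active = lowest replicate activation of at least 40%, so every replicate reaches that level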;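 also: 0% = median of neutral control wells and 100% = median of IBMX positive control wells; some compounds called inactive have numbers as strong as hits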
RAD54 branch = inhibitors of human RAD54 branch migration, primary screen, biochemical, fluorescence, single point; inhibition, % at 10.4 µM; RAD54 Holliday junction branch migration, FAM/BHQ fluorescence; 360,000 compounds, 0.14% hits; AID 602329, 2012;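 active = mean normalized replicate activity at least 40 and at least half of replicates scoring 40 or more; inconclusive = only one of the two criteria met; inactive = mean below 40 and under half of replicates reaching 40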;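 also: 0% = median of neutral control wells and 100% = median of positive control wells; inhibitors cause a drop in the FAM fluorescence signal; in these data hits start at about 50%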
Active calls of the source: *; ? = inconclusive; . = no result given; & = joins results of further samples.

The line under a structure holds: DENV2 CPE rescue	CASP6 VEID inh	E-selectin induc	RAD52 anneal inh	XiGFP reactiv	CFTR F508del cor	GSIS activator	RAD54 branch
(1) COc1ccc(NC(=O)C(=S)N2CCCC2)cc1
 : 3	-1	-0.1	5	0.0	1.2	11	-1
(2) O=C(c1cccs1)N1C[C@@H](n2cc(C3CC3)nn2)[C@H](O)C[C@@H]1c1ccccc1
 : 12	1	-0.3	-8	-0.1	4.4	0	-7
(3) CO[C@H]1CN(C)C(=O)c2ccc(NS(=O)(=O)c3ccccc3C)cc2OC[C@@H](C)NC[C@H]1C
 : 1	.	0.1	-12	-0.3	3.8	1	12
(4) O=C(NC1CCCc2ccccc21)c1ccc(F)cc1F (centres undefined)
 : -1	4	-0.1	4	0.1	1.5	8	-13
(5) O=C(Nc1ccc(N2CCOCC2)cc1)c1cccc2ccccc12
 : 0	5	.	-18	0.1	1.4	-6	-2
(6) Cn1c(SCC(=O)Nc2ccccc2Oc2ccccc2)nnc1C1CC1
 : 4	1	.	-7	0.0	0.2	4	-2
(7) COCCCN1C(=O)c2ccccc2C1C(=O)NC1CCCCCC1 (centres undefined)
 : .	3	.	-1	.	.	15	6
(8) Cc1nc(NC(=O)c2ccccc2)sc1-c1cc(C(=O)N2CCOCC2)nn1CCO
 : -6	-2	-0.1	-15	0.0	-1.0	19	.
(9) CCCOC(=O)c1ccc(NC(=O)C(=O)NCC2CCCO2)cc1 (centres undefined)
 : 0	-3	-2.0	-6	0.0	1.1	13	1
(10) C[C@@H]1CN([C@H](C)CO)C(=O)c2cc(C3=CCCC3)cnc2O[C@@H]1CN(C)C(=O)c1ccccc1
 : -2	0	0.7	-38	-0.8	1.1	8	5
(11) O=C(COC(=O)COc1cccc(F)c1)NCCC1=CCCCC1
 : -2	0	.	-5	0.0	1.8	2	.
(12) CCn1c(SCC(=O)N2CCCCC2)nc2c(c1=O)SCC2
 : -3	-1	0.2	-26	0.3	-0.1	0	-10
(13) O=C(NCCCN1CCCCC1)c1ccc2c(c1)ncn2C1CCCC1
 : -3	-54	.	-23	0.1	-3.7	-21	.
(14) C[C@@H]1CN([C@@H](C)CO)C(=O)c2cccc(NC(=O)c3ccncc3)c2O[C@H]1CN(C)C(=O)Nc1ccccc1
 : 18	-4	0.4	9	0.1	3.9	14	18
(15) O=C(N[C@H]1CC[C@@H](CCNS(=O)(=O)Cc2ccccc2)O[C@@H]1CO)c1ccccc1F
 : -1	3	-0.2	0	-0.1	1.7	0	11
(16) O=C(Nc1ccccc1O)c1ccc(NS(=O)(=O)c2cccc3cccnc23)cc1
 : -5	-1	.	-81	0.2	0.9	3	-3
(17) CC=Cc1ccc2n(c1=O)C[C@@H]1[C@@H](CO)[C@H](C(=O)N3CCc4ccccc4C3)[C@H]2N1Cc1ccncc1 (mixture of isomers)
 : 0	1	-0.2	-9	0.1	-1.7	-3	13
(18) CC(=O)Nc1ccc(S(=O)(=O)NCCC(=O)OCC(=O)N2CCN(C(=O)c3ccco3)CC2)cc1
 : 16	16	0.3	8	0.0	1.4	0	-7
(19) C[C@@H]1CN([C@H](C)CO)C(=O)CCCn2nncc2CO[C@H]1CN(C)C(=O)c1ccc2ccn(C)c2c1
 : ?	-2&2	0.6&-0.1	-5&-11	0.2&-0.1	-2.2&-2.3&0.0	13&5	-1&5
(20) Cc1cccc(NC(=O)CN2CCCCCC2)c1
 : -2	-3	.	1	0.4	1.1	7	12
(21) COCC#Cc1ccc2c(c1)O[C@@H](CN(C)C(=O)NC(C)C)[C@H](C)CN([C@@H](C)CO)S2(=O)=O
 : -1	3	-0.3	11	2.1	0.1	1	2
(22) CN(CC(=O)Nc1ccc(Cl)cc1)C(=O)CNC(=O)Cc1cccc2ccccc12
 : -1	1	.	-9	-0.1	-2.2	-48	-9
(23) CO[C@@H]1CN(C)C(=O)c2cc(NC(=O)C3CC3)ccc2OC[C@@H](C)N(C(=O)C2CCOCC2)C[C@H]1C
 : -8	1	0.1	2	-0.1	3.7	16	1
(24) O=C(C[C@@H]1C[C@H]2c3cc(NC(=O)Cc4ccncc4)ccc3O[C@H]2[C@H](CO)O1)NCCN1CCCCC1
 : ?	7	0.5	19	0.0	0.4	13	-21
(25) Cc1ccc(-c2ccc3c(c2)O[C@@H](CN(C)C(=O)C2CCCCC2)[C@@H](C)CN([C@@H](C)CO)S3(=O)=O)cc1
 : .	.	-0.2	.	-0.8	-0.4	-12	.
(26) O=[N+]([O-])c1cccnc1N1CCN(c2ccc(F)cc2)CC1
 : .	1	0.7	-29	0.0	0.5	-2	.
(27) CCCCCCCCCCCCCCCC[n+]1cccc2ccccc21
 : -4	-152	.	90*	0.0	.	159*	.
(28) COCCNC(=S)c1ccc(Br)cc1
 : -2	-1	2.1	-11	0.7	-0.7	5	-19
(29) C[C@H](CO)N1C[C@H](C)[C@@H](CN(C)Cc2ccc(-c3ccccc3)cc2)Oc2c(NC(=O)C3CC3)cccc2C1=O
 : -3	2	1.8	15	0.1	5.2	-4	5
(30) Cc1cc(C(=O)N/N=C/c2cc(Br)cc(Br)c2OC(=O)c2cccc(F)c2)n[nH]1
 : 2	1	.	-26	0.1	?	1	.
(31) CCc1nnc(NC(=O)CSc2nccn2-c2cc(C)cc(C)c2)s1
 : 8	-4	-0.4	10	2.0	-0.8	.	6
(32) COc1ccc(C(=O)N2CC3(C)C4CCC3(C)C2(C#N)C4)cc1OC (centres undefined)
 : -3	-2	2.3	-13	0.7	3.1	19	.
(33) COC(=O)c1ccc(C2C(C#N)=C(N)Oc3cc(O)ccc32)cc1 (centres undefined)
 : -3	9	.	-350	0.0	0.6	-21	-2
(34) Cc1ccc(NC(=S)Nc2c(C)n(C)n(-c3ccccc3)c2=O)cc1Cl
 : 1	8	-0.4	-4	0.3	-2.0	-8	.
(35) O=C(CN1CCOCC1)NCC[C@@H]1CC[C@@H](NC(=O)c2ccccc2F)[C@@H](CO)O1
 : -1	-2	-0.1	-16	-0.1	-2.9	5	-6
(36) O=C(O)C1CCCCC1C(=O)Nc1cccc(C(=O)N2CCCCC2)c1 (centres undefined)
 : -11	-1	.	-13	.	-2.7	8	13
(37) Cc1ccn2c(=O)nc(SCC(=O)Nc3cc(C)on3)nc2c1
 : -3	0	0.0	-19	0.0	-3.2	30	7
(38) CCCNC(=O)Nc1ccc2c(c1)C(=O)N(C)C[C@H](OC)[C@H](C)CN(C)[C@H](C)CO2
 : 38*	-4	-0.2	9	0.2	-1.7	13	4
(39) COc1ccc(C(=O)NC(=S)Nc2ccc3[nH]c(=O)[nH]c3c2)cc1
 : -3	-2	.	-16	0.3	0.6	3	4
(40) CCCNC(=O)C1(C)CCCN(Cc2ccc(C(F)(F)F)cc2)C1 (centres undefined)
 : -2	34	-0.3	-9	0.4	1.2	.	6
(41) Cc1ccc(NC(=O)CN2CCCN(S(=O)(=O)c3ccc(Br)s3)CC2)cc1
 : -2	1	.	-24	.	2.9	-37	10
(42) Cc1ccc(C(=O)C(C)OC(=O)c2cc(=O)[nH]c3ccccc23)cc1 (centres undefined)
 : 16	-2	0.0	-11	0.0	3.8	-4	-9
(43) Cc1ccc(C(=O)Nc2c[nH]c(=O)[nH]c2=O)cc1
 : 2	-2	-0.1	-2	0.0	3.4	22	-8
(44) O=C(O)c1cc(O)c2c(c1)[C@H]([C@H]1c3cc(C(=O)O)cc(O)c3C(=O)c3c(O[C@@H]4O[C@H](CO)[C@@H](O)[C@H](O)[C@H]4O)cccc31)c1cccc(OC3O[C@H](CO)[C@@H](O)[C@H](O)[C@H]3O)c1C2=O (some centres undefined)
 : -6	83*	15	-18	0.1	-0.2	23	2
(45) CC(C)CC#Cc1cnc2c(c1)C(=O)N([C@@H](C)CO)C[C@H](C)[C@@H](CN(C)CC1CCOCC1)O2
 : -8	-2	-0.2	1	-1.2	-3.3	13	1
(46) O=C1CC2c3ccccc3C1C1C(=O)N(Cc3ccccc3)C(=O)C21 (centres undefined)
 : 5	-2	.	-3	0.0	-1.9	8	.
(47) C[C@@H]1CCCCO[C@@H](CN(C)C(=O)C2CCCCC2)[C@H](C)CN([C@@H](C)CO)C(=O)c2cc(NS(=O)(=O)c3ccc(F)cc3)ccc2O1
 : 1	1	-0.1	1	0.0	-1.1	-17	-3
(48) Cc1ncc(CO)c(CNc2ccc(-c3nc4ccccc4[nH]3)cc2)c1O
 : 10	0	0.0	-9	0.2	-2.7	-1	-1
(49) O=C(NCC1CCCCC1)[C@@H]1[C@@H](CO)[C@@H]2Cn3c(ccc(C4=CCCC4)c3=O)[C@H]1N2C(=O)CC1CC1
 : -8	5	-0.1	-37	0.3	-5.2	5	-4
(50) C[C@H]1CN([C@@H](C)CO)C(=O)c2cc(NC(=O)C3CCCCC3)ccc2O[C@H]1CN(C)C(=O)Nc1ccc(F)cc1
 : 13	0	-3.3	5	-1.5	0.2	22	2
(51) Cc1cccc(OCC(=O)Oc2ccc(Cl)cc2)c1
 : -4	1	9.7	-6	0.0	-0.5	5	.
(52) C[C@H]1CN([C@@H](C)CO)C(=O)Cc2cc(NC(=O)Cc3cn(C)c4ccccc34)ccc2O[C@H]1CN(C)Cc1ccccc1
 : -4	-5	1.7	4	0.2	1.5	-14	0
(53) COC(=O)N/N=C(\C)c1ccc(-n2ccnc2)cc1
 : -1	0	.	0	0.0	1.6	3	.
(54) Cc1ccc(S(=O)(=O)N(Cc2ccccc2)c2ccccn2)cc1[N+](=O)[O-]
 : 7	-8	0.0	-13	0.2	-0.9	-25	5
(55) C[C@H]1CN([C@@H](C)CO)C(=O)c2cccc(NS(=O)(=O)c3ccc(Cl)cc3)c2O[C@H]1CN(C)Cc1ccc2c(c1)OCO2
 : -9	1	2.0	-11	0.2	-1.6	-11	4
(56) CC[C@@H](CCC=C(C)C)C(=O)N(Cc1ccccc1)c1ccccc1
 : -11	-2	0.1	-8	0.0	2.5	.	0
(57) COc1cc(OC)c(C(=O)Nc2ccc(C(=O)c3ccccc3)cc2)cc1OC
 : -4	-2	.	-11	0.1	0.0	3	1
(58) Cc1cccc(N(C(=O)CCC(=O)Nc2cc(C)on2)C(C(=O)NC2CCCC2)c2ccccc2)c1 (centres undefined)
 : 6	-2	.	-6	0.2	1.4	-28	7
(59) CC(C)Cn1cnc2c1c(=O)n(CC(=O)NN)c(=O)n2Cc1ccccc1
 : 0	0	-0.2	-13	0.0	0.8	12	.
(60) CC(C)c1nc(C(=O)N2CCCC(CCC(=O)N(C)CCc3ccccn3)C2)cs1 (centres undefined)
 : .	2	.	1	0.1	-0.1	-1	-8
(61) CC(c1ccccc1)N1CC(C(=O)N2CCCC(C(N)=O)C2)CC1=O (centres undefined)
 : 7	-2	.	-11	0.2	-0.2	2	-9

An unsorted share of the library. Share with any hit: about 3.7%.
